FadD28 binding: blocks FadD28 binding to the bisubstrate probe | fluorescence polarization | inhibition, % at 12.5 µM | 360,000 compounds, 0.22% hits; in the data active = inhibition above about 8.5%, passing the limit was not always enough; inconclusive = no clear call, values can overlap the other calls
GDH-TPI counter: counter-screen for M. tuberculosis FBA inhibitors: GDH-TPI coupled enzymes. AID 588335. 360,000 compounds, 1.2% hits. GDH-TPI coupled enzyme counterscreen, NADH absorbance. inhibition, % at 4.8 µM; in the data active = inhibition above about 30%;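 also: 0% = DMSO wells and 100% = wells lacking the enzyme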
BoNT-A LC inh2: BoNT A light chain protease inhibition. inhibition, % at 10 µM. multiplex microsphere protease substrate cleavage, flow cytometry. AID 588499. 360,000 compounds, 0.17% hits; also: plate controls were buffer without enzyme for full effect and enzyme alone for no effect
Anthrax LF inh2: blocks Bacillus anthracis lethal factor protease; P15917; multiplex microsphere protease cleavage assay, LF; inhibition, % at 10 µM; 360,000 compounds, 0.12% hits; AID 588501; also: plate controls were buffer without enzyme for full effect and enzyme alone for no effect
Target sequence (P15917 whole entry, looked up): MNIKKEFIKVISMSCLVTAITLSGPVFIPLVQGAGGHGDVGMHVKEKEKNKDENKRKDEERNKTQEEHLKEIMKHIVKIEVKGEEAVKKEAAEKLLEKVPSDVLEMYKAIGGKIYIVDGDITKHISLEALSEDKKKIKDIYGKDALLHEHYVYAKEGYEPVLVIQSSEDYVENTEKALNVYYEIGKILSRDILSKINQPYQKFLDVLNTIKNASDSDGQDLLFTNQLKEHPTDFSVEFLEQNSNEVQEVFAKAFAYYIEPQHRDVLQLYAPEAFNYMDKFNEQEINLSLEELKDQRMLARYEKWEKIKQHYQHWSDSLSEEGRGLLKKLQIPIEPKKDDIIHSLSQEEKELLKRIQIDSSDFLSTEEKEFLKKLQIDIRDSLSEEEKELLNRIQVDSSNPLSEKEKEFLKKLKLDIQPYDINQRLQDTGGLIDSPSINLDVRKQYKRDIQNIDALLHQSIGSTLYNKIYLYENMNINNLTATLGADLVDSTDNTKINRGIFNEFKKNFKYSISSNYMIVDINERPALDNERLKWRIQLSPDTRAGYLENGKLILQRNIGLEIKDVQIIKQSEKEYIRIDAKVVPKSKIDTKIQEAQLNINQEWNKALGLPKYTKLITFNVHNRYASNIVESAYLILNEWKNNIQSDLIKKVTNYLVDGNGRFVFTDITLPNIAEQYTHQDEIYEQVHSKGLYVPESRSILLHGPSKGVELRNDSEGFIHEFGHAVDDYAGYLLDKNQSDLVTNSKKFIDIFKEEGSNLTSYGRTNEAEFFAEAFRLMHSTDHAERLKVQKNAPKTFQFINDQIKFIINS
BoNT F protease: blocks Botulinum neurotoxin F light chain protease; inhibition, % at 10 µM; Multiplex microsphere protease cleavage assay, flow cytometry; 360,000 compounds, 0.22% hits; in the data active = inhibition above about 35%, passing the limit was not always enough; inconclusive = no clear call, values can overlap the other calls; also: plate controls were buffer without enzyme for full effect and enzyme alone for no effect
PfHsp40 rescue: restores yeast growth despite PfHsp40 toxicity; S. cerevisiae expressing PfHsp40, growth rescue, ATP luminescence; growth rescue, % at 12.5 µM; 340,000 compounds, 0.68% hits; AID 504582; in the data active = growth rescue above about 28%, passing the limit was not always enough; inconclusive = no clear call, values can overlap the other calls;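 also: yeast W303a lacking pdr1 and pdr3 grown in galactose medium; growth measured after three days at 30 °C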
UGM FP inh: blocks M. tuberculosis UGM enzyme | P9WIQ1 | purified UGM, fluorescence polarization probe displacement | inhibition, % at 10 µM | 320,000 compounds, 0.06% hits | AID 504406; in the data active = inhibition above about 10%, passing the limit was not always enough; inconclusive = no clear call, values can overlap the other calls
FBA Mtb inh: inhibits M. tuberculosis FBA enzyme; inhibition, % at 1 µM; 360,000 compounds, 2.3% hits; AID 588726; purified M. tuberculosis FBA, fluorescence read-out; P9WQA3; in the data active = inhibition above about 27%;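 also: 0% = vehicle and 100% = reference inhibitor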
BioA inh: BioA (M. tuberculosis) enzyme inhibition. purified M. tuberculosis BioA enzyme, plate reader. inhibition, % at 9.99 µM. 360,000 compounds, 0.096% hits. AID 602481; in the data active = inhibition above about 40%; inconclusive = no clear call, values can overlap the other calls
* = called active by the depositor; u = inconclusive; x = not tested or not shown. Rule as the data show it, unless noted: active = inhibition above about 30%; inconclusive = no clear call, values can overlap the other calls; inactive = below that.

Abbreviations: A = FadD28 binding; B = GDH-TPI counter; C = BoNT-A LC inh2; D = Anthrax LF inh2; E = BoNT F protease; F = PfHsp40 rescue; G = UGM FP inh; H = FBA Mtb inh; I = BioA inh
Molecule: COC(=O)c1cccc(NC(=O)NC(=O)c2ccc(Cl)cc2)c1
  A: -2.3 | B: -11 | C: 1.4 | D: -14 | E: u | F: -0.8 | G: 1.2 | H: 2 | I: -2.3

Molecule: CCC(=O)Nc1nnc(S(=O)(=O)N(CC)c2ccc(OC)cc2)s1
  A: -1.5 | B: 1 | C: -0.6 | D: -6 | E: 4 | F: -0.7 | G: -1.8 | H: 1 | I: -1.0

Molecule: CC(C)C(=O)Nc1cccc(COc2ccc(CN(Cc3ccccc3)C(=O)OC(C)(C)C)cc2)c1
  A: 0.6 | B: 0 | C: -0.2 | D: -9 | E: -7 | F: -1.3 | G: x | H: -1 | I: 0.1

Molecule: Cc1ccccc1-c1nc2sc(-c3ccccc3)cc2c(=O)o1
  A: -3.9 | B: -3 | C: u | D: -5 | E: 7 | F: 2.4 | G: 1.8 | H: 2 | I: -1.6

Molecule: Nc1cccc(-c2nc3ccccc3[nH]2)c1
  A: -2.7 | B: 9 | C: 1.7 | D: -2 | E: 2 | F: -0.1 | G: -11 | H: 136* | I: -0.7

Molecule: CCCC(CCC)=NNC(=O)CN(Cc1ccccc1)S(=O)(=O)c1ccccc1
  A: -6.2 | B: -4 | C: -1.1 | D: 1 | E: -2 | F: -1.3 | G: 3.6 | H: -2 | I: 3.2

Molecule: O=C(C1COc2ccccc2O1)N1CCN(S(=O)(=O)c2ccccc2)CC1 (configuration not stated)
  A: 0.6 | B: -3 | C: -1.7 | D: 0 | E: -3 | F: 2.6 | G: -10 | H: 0 | I: 1.0

Molecule: C#CCOc1ccc(/C=C2/C(=O)N(c3ccc(S(N)(=O)=O)cc3)N=C2C)cc1OC
  A: -3.0 | B: -4 | C: -0.3 | D: 1 | E: -3 | F: x | G: x | H: 0 | I: 1.1

Molecule: CCO[C@@H]1OC(C(=O)N2CCN(Cc3ccccc3)CC2)=C[C@H](c2csc3ccccc23)[C@H]1CCCO
  A: -1.7 | B: 18 | C: 0.2 | D: -6 | E: -9 | F: -0.8 | G: 5.8 | H: 6 | I: -2.3

Molecule: COc1ccc(Cl)cc1NC(=O)Nc1cc(C)on1
  A: -1.1 | B: 3 | C: -0.1 | D: 0 | E: -6 | F: 0.4 | G: -0.3 | H: 1 | I: -0.5

Molecule: CCCc1c(C(=O)N/N=C(\C)c2cc(C)sc2C)nnn1-c1nonc1N
  A: -1.4 | B: 20 | C: -0.5 | D: -3 | E: -4 | F: x | G: x | H: 1 | I: -0.6

Molecule: O=C(CNc1ccccc1F)Nc1cccc2ccccc12
  A: -0.2 | B: 0 | C: 0.4 | D: -4 | E: 6 | F: -0.6 | G: -3.1 | H: -3 | I: 1.2

Molecule: N#CCCN(C(=S)Nc1ccc(Cl)c(Cl)c1)C1CCCCC1
  A: -2.5 | B: 8 | C: -0.4 | D: 7 | E: -3 | F: x | G: x | H: 3 | I: 0.6

Molecule: COCCNC(=O)CCCN1C(=O)c2ccccc2Sc2ncccc21
  A: -0.7 | B: 11 | C: -0.7 | D: 0 | E: -4 | F: -0.8 | G: 3.1 | H: 0 | I: 1.1

Molecule: CN1CCN(c2c(/C=N/O)c3ccccc3n2C)CC1
  A: 1.5 | B: 0 | C: -0.6 | D: -13 | E: 16 | F: x | G: 1.6 | H: 0 | I: -0.4

Molecule: Cc1ccc(C(=O)NCCNc2ccc([N+](=O)[O-])cc2C(F)(F)F)cc1
  A: 0.1 | B: 9 | C: 0.3 | D: 0 | E: -7 | F: 0.6 | G: 4.1 | H: -4 | I: x

Molecule: NS(=O)(=O)c1ccc(CCNCC(=O)NCc2ccccc2Cl)cc1
  A: x | B: 2 | C: 0.1 | D: -1 | E: -16 | F: -0.1 | G: 7.6 | H: 3 | I: 3.8

Molecule: O=S1(=O)CCC(NC(=S)N2CCCCCC2)C1 (configuration not stated)
  A: -2.5 | B: -8 | C: -0.7 | D: -1 | E: -5 | F: -0.2 | G: 1.1 | H: -6 | I: 0.1

Molecule: Cc1ccc(/C(N)=N/OC(=O)c2ccc(F)cc2)cc1
  A: -4.3 | B: -1 | C: -0.9 | D: -4 | E: 2 | F: 0.8 | G: -0.2 | H: 1 | I: 0.0

Molecule: Cn1c(=O)[nH]c(=O)c2c1nc(N1CCOCC1)n2CC(O)COc1ccccc1 (configuration not stated)
  A: -3.3 | B: -4 | C: 0.5 | D: 2 | E: -1 | F: -0.8 | G: -2.0 | H: 1 | I: x

Molecule: CC1=C(C(=O)N2CCOCC2)CC(CC(=O)NCc2ccco2)C(=O)N1Cc1ccccc1 (configuration not stated)
  A: -0.4 | B: 6 | C: 0.3 | D: 4 | E: -7 | F: x | G: x | H: 0 | I: x

Molecule: CCOC(=O)N1c2ccccc2Sc2ccccc21
  A: -0.5 | B: 6 | C: -0.3 | D: -2 | E: -5 | F: 1.5 | G: -0.1 | H: 2 | I: x

Molecule: Cc1ccc(C)c(NC(=O)CCCCCCCCCCC2COCCO2)c1 (configuration not stated)
  A: -1.2 | B: 2 | C: -1.7 | D: 1 | E: -11 | F: -1.3 | G: 0.7 | H: 1 | I: -2.6

Molecule: O=C(NCc1ccco1)c1cccc(Nc2nc3ccc(Br)cc3[nH]2)c1
  A: -10 | B: -3 | C: -0.7 | D: -14 | E: -5 | F: 0.6 | G: -0.1 | H: 3 | I: 1.1

Molecule: COc1ccc(-n2nc(C(=O)NCC(=O)N3CCCC3)c3ccccc3c2=O)cc1Cl
  A: -2.5 | B: 6 | C: -3.2 | D: 2 | E: -16 | F: -1.1 | G: -3.1 | H: 4 | I: 2.5

Molecule: Nc1ccccc1-c1ccc(Cl)cc1
  A: -3.6 | B: -8 | C: -0.4 | D: 0 | E: -6 | F: -0.3 | G: x | H: 1 | I: -0.8

Molecule: CC(=O)Nc1cccc(Nc2cnccn2)c1
  A: -2.0 | B: x | C: -0.5 | D: -12 | E: 2 | F: x | G: x | H: 4 | I: -3.7

Molecule: Cc1nc2ccccc2n1CC(O)COC1CCCCC1 (configuration not stated)
  A: -3.8 | B: -10 | C: 0.1 | D: -3 | E: 4 | F: 0.0 | G: 0.6 | H: -9 | I: x

Molecule: O=C(Nc1ccccc1N1CCN(C(=O)c2ccc(Cl)cc2)CC1)c1ccc(Br)cc1
  A: -4.4 | B: -5 | C: 0.3 | D: 4 | E: 0 | F: 0.2 | G: 2.7 | H: 0 | I: -2.7

Molecule: CCC(C)Nc1nc2ccccc2n2c(C)nnc12 (configuration not stated)
  A: -1.3 | B: 3 | C: -1.8 | D: 2 | E: 25 | F: -0.9 | G: -1.6 | H: 0 | I: -3.0

An excerpt from above in order of SMILES length, low to high:
Abbreviations: A = FadD28 binding; B = GDH-TPI counter; C = BoNT-A LC inh2; D = Anthrax LF inh2; E = BoNT F protease; F = PfHsp40 rescue; G = UGM FP inh; H = FBA Mtb inh; I = BioA inh
Molecule: Nc1ccccc1-c1ccc(Cl)cc1
  A: -3.6 | B: -8 | C: -0.4 | D: 0 | E: -6 | F: -0.3 | G: x | H: 1 | I: -0.8

Molecule: CCOC(=O)N1c2ccccc2Sc2ccccc21
  A: -0.5 | B: 6 | C: -0.3 | D: -2 | E: -5 | F: 1.5 | G: -0.1 | H: 2 | I: x

Molecule: CCC(C)Nc1nc2ccccc2n2c(C)nnc12 (configuration not stated)
  A: -1.3 | B: 3 | C: -1.8 | D: 2 | E: 25 | F: -0.9 | G: -1.6 | H: 0 | I: -3.0

Molecule: O=S1(=O)CCC(NC(=S)N2CCCCCC2)C1 (configuration not stated)
  A: -2.5 | B: -8 | C: -0.7 | D: -1 | E: -5 | F: -0.2 | G: 1.1 | H: -6 | I: 0.1

Molecule: NS(=O)(=O)c1ccc(CCNCC(=O)NCc2ccccc2Cl)cc1
  A: x | B: 2 | C: 0.1 | D: -1 | E: -16 | F: -0.1 | G: 7.6 | H: 3 | I: 3.8

Molecule: Cn1c(=O)[nH]c(=O)c2c1nc(N1CCOCC1)n2CC(O)COc1ccccc1 (configuration not stated)
  A: -3.3 | B: -4 | C: 0.5 | D: 2 | E: -1 | F: -0.8 | G: -2.0 | H: 1 | I: x

Molecule: CC1=C(C(=O)N2CCOCC2)CC(CC(=O)NCc2ccco2)C(=O)N1Cc1ccccc1 (configuration not stated)
  A: -0.4 | B: 6 | C: 0.3 | D: 4 | E: -7 | F: x | G: x | H: 0 | I: x

Later entries.
Order of results: FadD28 binding	GDH-TPI counter	BoNT-A LC inh2	Anthrax LF inh2	BoNT F protease	PfHsp40 rescue	UGM FP inh	FBA Mtb inh	BioA inh
CC1(C(=O)OCC(=O)Nc2ncc(Cl)cc2Cl)CC1(Cl)Cl (configuration not stated)
 : -0.1	1	2.8	2	10	-0.8	x	1	-3.0
O=Cc1sc(Nc2ccccc2)nc1Cl
 : -1.5	14	-0.7	6	-10	-1.4	-1.3	2	x
O=C1c2ccccc2NC(c2ccccc2O)N1c1ccc(F)cc1 (configuration not stated)
 : -6.3	9	0.3	-2	1	-2.8	1.0	20	0.5
Cc1ccc(CNC(=O)CN(C(=O)C2(C)CC(=O)N=C3C=CC=CN32)c2ccc(F)cc2)cc1 (configuration not stated)
 : -1.8	9	0.7	3	2	0.9	2.0	69*	0.1
Cc1cccc(NC(=O)c2cnc3scc(C)n3c2=O)c1
 : -4.3	-4	-0.3	-7	-12	-1.2	2.1	0	1.1
CC[C@@]1(C(=O)OC)N[C@H](CN(C)C(=O)c2ccccc2)[C@@H]2C(=O)N(C)C(=O)[C@@H]21
 : -3.5	-2	-0.4	1	-4	0.0	x	0	-1.7
CC(C)CC(=O)N1CCN(C(=O)c2ccc(F)cc2)CC1
 : -3.7	-8	1.5	0	u	-1.0	-1.6	1	-1.1
O=C(NN1C(=O)C2C3C=CC(C4CC34)C2C1=O)c1ccccc1Cl (configuration not stated)
 : -1.6	9	0.6	-2	-3	0.2	-1.4	1	x
COc1ccccc1C(=O)Nc1nc(-c2cccs2)c(NC(C)=O)s1
 : -4.0	15	-1.0	-2	-16	-0.1	1.4	-4	-1.3
COc1ccc(NC(=O)Nc2nnc(Cc3ccc(F)cc3)s2)cc1
 : 1.3	5	1.2	7	-17	-0.9	-3.1	1	-1.5
COc1cc(C(=O)NCC(C)(C)CNC(=O)c2cc(OC)c(OC)c(OC)c2)cc(OC)c1OC
 : 1.1	-6	3.2	12	u	0.0	-0.7	1	0.2
Cc1ccc(-c2cc(C(F)(F)F)c(C#N)c(=O)[nH]2)cc1
 : -4.6	17	0.2	-1	-6	-0.9	2.1	139*	2.2
CC(=O)OC1CC2(O)C3CCC4CC(O)CCC4(C)C3CCC2(C)C1C1=CC(=O)OC1 (configuration not stated)
 : -2.5	1	0.1	1	-8	-0.7	x	-2	x
Cn1c(=O)c(Oc2cc(Cl)cc(Cl)c2)nc2ccccc21
 : -2.4	12	0.1	-4	-1	-0.4	-0.8	2	x
COC(=O)c1ccc2c(=O)[nH]c(CSc3nc(C)cs3)nc2c1
 : 3.1	9	1.0	-1	-1	0.1	0.7	1	-0.5
CCOC(=O)C1CCN(C(=O)Nc2ccc(NC(=O)C3CCN(C(=O)OCC)CC3)cc2)CC1
 : 1.7	1	0.9	0	-2	1.0	-1.6	3	-0.9
COc1ccc(OC)c(-c2csc3nnc(SCC(=O)Nc4ccc(NC(C)=O)cc4)n23)c1
 : -1.9	-3	-0.7	-1	-3	0.2	1.6	-1	2.8
COc1ccc(Cc2nc3ccc(C(=O)NCCn4cccn4)cc3o2)cc1
 : -1.0	-1	-0.6	5	9	-0.5	0.3	1	-0.9
N#Cc1ccccc1OCC(=O)NNC(=O)CCNC(=O)c1ccccc1
 : -1.5	2	-2.8	-4	2	-1.8	-4.5	2	0.2
Cc1cc(-c2nc(C)c(C(=O)NNS(=O)(=O)c3cccc(C(F)(F)F)c3)s2)no1
 : -1.7	-8	0.9	19	u	x	-1.5	-1	-1.3
Cc1cccc(Sc2c([N+](=O)[O-])ncn2C)c1
 : -0.1	22	-0.3	1	-1	7.6	2.3	5	x
O=C(NC(c1ccccc1)c1ccccc1)C1(c2cccs2)CCOCC1
 : -3.3	-10	-0.1	-2	-3	0.6	-0.7	0	x

High-throughput results (PubChem)
